Screening results as filed in PubChem.
HTR2A ag: agonists of mouse serotonin 5-HT2A receptor (HTR2A). P35363. CHO-K1 mHTR2A beta-arrestin complementation, luminescence; percent of 30 µM serotonin response. activation, % at 7.6 µM. actives 0.66% (n = 360,000). AID 624169;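 active = activation above a run cutoff, the mean activation of all tested compounds plus 3 SD, cut at about 14% in these data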;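 note: 0% = plate median of compound wells and 100% = 30 µM serotonin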
Target sequence (P35363 whole entry, looked up): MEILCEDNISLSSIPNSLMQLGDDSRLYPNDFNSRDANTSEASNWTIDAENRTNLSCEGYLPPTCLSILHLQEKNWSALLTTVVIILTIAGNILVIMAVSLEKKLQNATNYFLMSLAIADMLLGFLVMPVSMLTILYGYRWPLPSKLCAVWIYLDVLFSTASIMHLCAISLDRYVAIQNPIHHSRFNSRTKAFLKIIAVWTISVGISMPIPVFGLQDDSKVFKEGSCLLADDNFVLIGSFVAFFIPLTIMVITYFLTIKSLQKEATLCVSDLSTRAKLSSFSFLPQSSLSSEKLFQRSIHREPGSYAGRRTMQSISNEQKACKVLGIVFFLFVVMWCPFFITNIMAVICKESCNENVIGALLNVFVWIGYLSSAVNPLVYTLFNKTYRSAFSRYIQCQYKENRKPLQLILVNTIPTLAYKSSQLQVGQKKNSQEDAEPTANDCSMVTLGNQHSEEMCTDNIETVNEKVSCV
MC4R antag cAMP: antagonists of human melanocortin 4 receptor (MC4R) | inhibition, % at 6.5 µM | MC4R-expressing cells, MTII-stimulated cAMP, LANCE TR-FRET | actives 0.48% (n = 360,000) | P32245 | AID 540295;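 active = inhibition above its plate's cutoff, the mean of tested wells on that plate plus 3 SD, cut at about 29% in these data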;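 note: 0% = Melanotan II alone and 100% = Melanotan II plus saturating MCL0020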
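Assay system: human MC4R-expressing U2OS cells; reagent: Melanotan II stimulation of cells; dosing: 6.5 µM single dose; timing: compound 30 min, challenge 1 h, detection 1 h; signal: TR-FRET cAMP assay; replicates: one well per compound, no replicates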
PDI inh: blocks human protein disulfide isomerase activity; P07237; PDI insulin aggregation turbidity, A650, 90 min; AID 588391; inhibition, % at 10 µM; actives 0.052% (n = 350,000);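 active = mean inhibition across replicates of 30% or more, whatever share of single replicates reach that level; inconclusive = mean inhibition below 30% while every single replicate reaches 30%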;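 note: absorbance from insulin aggregation driven by PDI reduction with DTT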
Target sequence (P07237 whole entry, looked up): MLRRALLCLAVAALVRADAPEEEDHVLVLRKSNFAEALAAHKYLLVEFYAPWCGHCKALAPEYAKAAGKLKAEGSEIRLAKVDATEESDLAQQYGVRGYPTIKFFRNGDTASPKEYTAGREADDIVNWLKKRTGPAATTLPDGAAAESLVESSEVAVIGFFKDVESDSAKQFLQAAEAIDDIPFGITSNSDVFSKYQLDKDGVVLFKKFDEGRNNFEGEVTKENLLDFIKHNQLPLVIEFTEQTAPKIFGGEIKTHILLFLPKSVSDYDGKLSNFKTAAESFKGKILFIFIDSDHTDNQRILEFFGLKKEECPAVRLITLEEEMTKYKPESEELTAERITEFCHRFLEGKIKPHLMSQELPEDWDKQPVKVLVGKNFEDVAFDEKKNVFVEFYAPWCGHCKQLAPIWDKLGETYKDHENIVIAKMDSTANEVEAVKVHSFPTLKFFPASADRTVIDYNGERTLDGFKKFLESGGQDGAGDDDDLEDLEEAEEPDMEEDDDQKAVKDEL
CaV13 FRET inh: Disruptors of the CACNA1D IQ motif to Ca2+-dependent inactivation inhibitor domain association, primary screening, Förster resonance energy transfer in intact living …; HEK cells, CFP/YFP FRET ICDI-IQ, plate reader, 10 min; percent FRET-ratio fall versus neutral wells; inhibition, % at 12.3 µM; actives 0.098% (n = 340,000);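 active = mean replicate inhibition of at least 30% and at least 1% of replicates passing that level; inconclusive = only one of the two criteria is met; inactive = neither criterion is met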;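 note: 0% = median of the neutral control wells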
aDG glyco act: alpha-DG glycosylation activation. AID 624168. Pro5-aDG cells, alpha-DG glycosylation AlphaScreen (IIH6); 0% Pro5, 100% B10-LARGE cell signal. actives 0.22% (n = 360,000). activation, % at 10 µM;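 active = activation of at least 8% versus controls, or a plate z-score of at least 8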;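 note: Pro5 are CHO cells carrying HIG-tagged alpha-DG that lacks glycosylation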
H9c2 protect: protects H9c2 cardiomyocytes from peroxide injury. H2O2 injury protection, ATPLite, 2 h. actives 0.63% (n = 360,000). protection from H2O2 cell death, % at 20 µM. AID 588492;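 active = compounds giving at least 50% protection of heart cells from peroxide-induced death in the single-dose screen, raw or plate-pattern-corrected value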;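 note: 0% = DMSO wells with peroxide and 100% = DMSO wells without peroxide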
Vif imaging: blocks HIV Vif function; HEK293T cells, Vif self-association by quenched fluorescence, imaging, 24 h; AID 602346; inhibition, % at 7.49 µM; actives 0.35% (n = 340,000); in the data active = inhibition above about 50%, passing the limit was not always enough; inconclusive = no clear call, values can overlap the other calls; inactive = below about 31%; note: some results filed as inactive read as strong as hits
N-glyco inh: blocks N-linked glycosylation in D54 reporter cells. D54 ERlucT glycosylation luciferase reporter, 24 h; percent of 100 nM tunicamycin response. reporter increase, % at 12.5 µM. actives 0.23% (n = 360,000). AID 588692;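 active = mean luciferase reporter signal, scaled so untreated is 0 and the glycosylation-blocking control 100, at or above a set limit in every replicate; inconclusive = mean reaches the limit but not every replicate does; inactive = mean below the limit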;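 note: luciferase carries N-glycosylation sites so blocking glycosylation raises the light; 0% = median of neutral control wells and 100% = median of 100 nM tunicamycin wells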
ABCB6 inh MLPCN: inhibitors of human ABC transporter ABCB6. fluorescence ratio to DMSO, % at 10 µM. K562-ABCB6 porphyrin accumulation, flow cytometry, 1 h; hits give low values. AID 602162. Q9NP58. actives 0.19% (n = 360,000);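 active = fluorescence ratio to DMSO below 75%, the collection mean minus 3 SD; inconclusive = too few cells collected in the well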;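 note: signal is porphyrin accumulated inside mitochondria; 100% equals median channel fluorescence of DMSO control wells; lower ratio means ABCB6 inhibition with less porphyrin fluorescence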
MC4R ag barr: activates human MC4R beta-arrestin recruitment; P32245; U2OS MC4R beta-arrestin complementation, luminescence; percent of melanotan II response, DMSO zero; activation, % at 8.9 µM; actives 0.98% (n = 360,000); AID 540308;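 active = activation above a per-plate cutoff, the mean activation of sample wells on that plate plus 3 SD, cut at about 8% in these data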
Active calls of the source: *; ? = inconclusive; / = no result given.

SMILES	HTR2A ag	MC4R antag cAMP	PDI inh	CaV13 FRET inh	aDG glyco act	H9c2 protect	Vif imaging	N-glyco inh	ABCB6 inh MLPCN	MC4R ag barr
COc1ccc(NC(=O)C(c2cc3c(cc2[N+](=O)[O-])OCO3)N(C)C)cc1 (configuration not stated)	-2	8	14	-5	0.2	-3	-7	4	95	-0.5
Cn1c(NCC(O)c2ccccc2)nc2c1c(=O)n(Cc1ccc(Cl)c(Cl)c1)c(=O)n2C (configuration not stated)	-3	7	4	-6	0.2	6	/	0	95	4.9
CNC(=O)/C(C#N)=C/c1c(N2CCCCCC2)nc2ccccn2c1=O	7	5	-4	-2	-0.1	-1	14	1	222	-0.2
[O-]/C(=C(\C(=S)Nc1cccc2ccccc12)[n+]1ccccc1)c1cccs1	1	6	-1	-2	-0.5	-7	8	2	106	-0.8
COc1ccc(CNC(=O)C(C)N2C(=O)COc3ccc(C)cc32)c(OC)c1 (configuration not stated)	-1	2	1	-6	0.1	0	-5	-2	97	-0.5
CN(CC(=O)Nc1cccnc1)S(=O)(=O)c1ccccc1	3	11	7	-5	-0.1	4	-7	0	104	-1.2
CCC(C)NC(=O)N1c2ccccc2Sc2ccccc21 (configuration not stated)	3	0	3	10	0.2	7	4	1	97	-2.2
CCOC(=O)Cc1c(C)nc2c(C#N)c[nH]n2c1=O	3	-4	-3	-7	-0.2	-6	-6	2	106	0.1
O=C(O)/C(=C/c1ccc(Cl)c([N+](=O)[O-])c1)c1ccc(S(=O)(=O)N2CCCCC2)s1	-2	20	4	-2	-0.3	10	-2	0	106	-0.2
COCCn1c(N)c(Sc2ccc([N+](=O)[O-])cc2)c(=O)[nH]c1=O	7	-1	9	0	-0.2	17	1	4	97	-2.1
NC(=O)C(c1ccc(Cl)cc1)c1ccc(Sc2ccc(Cl)cc2)nn1 (configuration not stated)	11	-1	11	-6	0.5	-27	/	-1	92	-0.4
CC12CCC(=O)N1C(C(=O)Nc1cccc(S(=O)(=O)N3CCCCCC3)c1)CS2 (configuration not stated)	-2	2	-3	-5	-0.2	3	-3	-1	97	-0.5
Cc1cc(C)n(-c2c(C)[nH]c3ccccc23)n1	0	6	2	-5	0.0	-6	-6	0	99	-0.9
CN(C)c1ncnc2sc(-c3ccccc3)cc12	-7	-4	4	-2	-0.2	0	2	-4	99	-1.6
O=C(NCc1ccco1)c1cccc2c1C(=O)c1ccc(N3CCCC3)cc1S2(=O)=O	3	-3	12	-16	0.3	22	?	4	102	-0.5
Cc1nn(C)c(C)c1S(=O)(=O)N1CCC(CO)(Cc2ccc(Cl)cc2)CC1	-1	11	0	-2	-0.3	-21	3	-3	104	-1.2
COc1ccc(Cl)cc1NC(=O)CCc1nnc2ccc(N3CCC4(CC3)OCCO4)nn12	1	4	-1	-3	0.1	7	-3	1	96	-0.6
CCCCCc1c(O)c2ccccc2[nH]c1=O	1	-4	4	-4	-0.1	-1	0	3	100	-0.7
COc1cccc(C(NC(C)=O)c2nc(-c3ccc4c(c3)OCO4)cs2)c1 (configuration not stated)	-2	-2	-5	-5	-0.1	-2	-2	-1	95	0.1
CC(C)Cc1nnc(NC(=O)CSc2ccccn2)s1	10	5	3	-4	0.0	4	-5	2	91	-1.2
Cc1cc2ccccn2c1C(=O)c1ccc(C#N)cc1	-7	6	1	-4	0.0	-5	-6	0	97	-2.4
COCOCCn1cc(CN2CCS(=O)(=O)N(Cc3ccc(-c4ccc(OC)cc4)cc3)C(CC(C)C)C2=O)nn1 (configuration not stated)	2	-5	21	-6	-0.1	0	1	3	92	-2.0
COc1cccc(C(NC(C)=O)c2nc(-c3ccc4ccccc4c3)cs2)c1 (configuration not stated)	-2	2	-65	-7	0.2	-4	3	0	95	-2.0
COc1cccc(C2CC(c3c(Cl)cccc3Cl)n3nc(N)nc3N2)c1 (configuration not stated)	-3	3	/	-2	0.0	6	5	1	105	-1.0
Cc1ccn(CCC(=O)N2CCCC(CCC(=O)N3CCN(c4ccccn4)CC3)C2)n1 (configuration not stated)	0	7	4	-5	-0.1	-3	-1	-1	100	-1.4
CC(C)c1cc(C(=O)Nc2ccc3c(c2)OCO3)no1	-2	-1	-7	-5	0.2	-10	2	-12	90	0.2
CC1CC2=C(NC(=S)NC2c2ccc(F)cc2)/C(=C/c2ccc(F)cc2)C1 (configuration not stated)	1	1	-14	-9	-0.1	-7	-3	2	99	0.4
C/C(CCc1ccccc1)=N\NC(=O)CCc1ccccc1	-4	4	5	-2	-0.1	-2	9	-2	97	0.1
CCN(CC)S(=O)(=O)c1ccc(NC(=S)NC(=O)C2CCC2)cc1	-3	-2	5	/	0.0	-9	/	/	97	-3.3
CCCCCn1c(N2CCN(c3cccc(Cl)c3)CC2)nc2c1c(=O)[nH]c(=O)n2C	-2	27	-10	-5	0.2	13	-27	-1	101	-1.4
CN(Cc1ccccc1)C(=O)c1ccc2c(c1)NC(=O)C(N1CCOCC1)S2 (configuration not stated)	-3	14	1	-1	0.0	-16	/	1	101	-0.2
CCN(CC)CCN(C(=O)c1ccc2ncsc2c1)c1nc2cc3c(cc2s1)OCO3	-5	14	-2	/	0.0	9	4	-1	104	-3.1
Cc1nnc(SCC(=O)NC2CCCCC2)[nH]c1=O	-5	1	-3	-4	-0.1	9	25	1	94	-1.4
Cc1cccc(C(=O)NC2C(=O)NNC2c2ccc(Cl)cc2)c1 (configuration not stated)	-1	8	12	-5	-0.5	8	13	2	98	-1.3
COc1ccc(S(=O)(=O)N2CCC(C(=O)Nc3cccc(C(C)=O)c3)CC2)cc1C	-2	12	2	-9	-0.4	2	1	3	104	1.6
CCc1cc(CNC(=O)CC2C(=O)NCCN2Cc2ccccc2C(F)(F)F)on1 (configuration not stated)	-2	-3	1	-5	-0.1	-5	-3	-1	102	-1.4
CN(CCN(C)C(C)(C)C)C(=O)C(c1ccccc1)c1ccccc1	-3	1	-2	-4	0.2	0	7	-1	95	-0.7
CCC(C)NC(=O)c1ccccc1NC(=O)/C(=C/c1ccc(OC)cc1)c1ccccc1 (configuration not stated)	-2	1	-16	-3	-0.2	-3	-2	2	93	-2.4
Cn1c(=O)c2[nH]c(C3CC3)nc2n(C)c1=O	-2	5	-4	-6	0.1	18	5	3	107	0.8
CCN(CC(O)CON=C1c2ccccc2-c2ccccc21)S(=O)(=O)c1ccc(C)cc1 (configuration not stated)	-2	1	8	1	0.5	-10	-10	-3	83	-0.6
Cc1ccccc1-c1nnc(SCC(=O)N(C)C2CCS(=O)(=O)C2)n1C (configuration not stated)	-5	4	3	-6	0.6	4	2	4	103	-0.9
O=C(CCS(=O)(=O)c1ccccc1)Nc1ccc(-c2nc3ccccc3s2)c(O)c1	2	7	-1	-4	0.0	-4	11	1	101	2.3
CN(c1ccc(-c2csc(NC(=O)CCCc3nc4ccccc4c(=O)[nH]3)n2)cc1)S(C)(=O)=O	7	10	0	-5	0.2	49	-8	3	96	-1.1
Cc1ccc(NC(=O)c2ccc(C)c(NC3=NC4CS(=O)(=O)CC4S3)c2)cc1C (configuration not stated)	-3	1	/	-6	-0.2	4	-3	2	101	-0.4
N#Cc1cnn2c(-c3cccc(C(F)(F)F)c3)ccnc12	3	-2	-34	-5	0.0	-3	/	3	95	-0.6
CC1(c2ccc3noc(-c4ccc(Cl)cc4)c3c2)OCCO1	-6	6	-10	-7	0.2	-8	-1	0	90	1.2
Cc1cc(F)ccc1S(=O)(=O)N1CCC2(CC1)OCCN2S(=O)(=O)c1cccs1	3	5	-5	-7	0.3	0	-13	-1	95	-3.2
CCc1nc2ccc(C(=O)NCCc3ccccn3)cn2c1N(CC)CCOC	1	0	-3	-6	0.1	1	6	2	92	-1.1
Cc1cc(Cl)c(S(=O)(=O)Nc2ccc(Cl)cn2)cc1OCC(N)=O	-4	17	-4	-3	0.0	-9	-1	-2	92	-2.6
CCOc1ccc(N(CC(=O)N/N=C/c2cc([N+](=O)[O-])ccc2Cl)S(C)(=O)=O)cc1	5	-5	-2	-5	0.1	-10	15	2	98	3.4
COc1ccc(OCC(=O)NCCC2=CCCCC2)c([N+](=O)[O-])c1	0	-5	-12	-5	0.2	-3	4	-4	92	2.5
COc1cc2c(c(OC)c1OC)-c1c(cc(OC)c(OC)c1OC)C[C@](C)(O)[C@@H](C)C2	1	5	2	-4	-0.3	7	-3	0	93	-1.4
Cc1ccc(S(=O)(=O)N2CN(CC3CCCO3)c3nc4ccccc4nc32)c(C)c1 (configuration not stated)	-4	0	5	-2	0.1	4	6	-6	102	-3.0

Structural class: the compounds so far with an NH in an aromatic ring.
SMILES	HTR2A ag	MC4R antag cAMP	PDI inh	CaV13 FRET inh	aDG glyco act	H9c2 protect	Vif imaging	N-glyco inh	ABCB6 inh MLPCN	MC4R ag barr
CCOC(=O)Cc1c(C)nc2c(C#N)c[nH]n2c1=O	3	-4	-3	-7	-0.2	-6	-6	2	106	0.1
COCCn1c(N)c(Sc2ccc([N+](=O)[O-])cc2)c(=O)[nH]c1=O	7	-1	9	0	-0.2	17	1	4	97	-2.1
Cc1cc(C)n(-c2c(C)[nH]c3ccccc23)n1	0	6	2	-5	0.0	-6	-6	0	99	-0.9
CCCCCc1c(O)c2ccccc2[nH]c1=O	1	-4	4	-4	-0.1	-1	0	3	100	-0.7
CCCCCn1c(N2CCN(c3cccc(Cl)c3)CC2)nc2c1c(=O)[nH]c(=O)n2C	-2	27	-10	-5	0.2	13	-27	-1	101	-1.4
Cc1nnc(SCC(=O)NC2CCCCC2)[nH]c1=O	-5	1	-3	-4	-0.1	9	25	1	94	-1.4
Cn1c(=O)c2[nH]c(C3CC3)nc2n(C)c1=O	-2	5	-4	-6	0.1	18	5	3	107	0.8
CN(c1ccc(-c2csc(NC(=O)CCCc3nc4ccccc4c(=O)[nH]3)n2)cc1)S(C)(=O)=O	7	10	0	-5	0.2	49	-8	3	96	-1.1
